# From PubChem
# HTR5A inv ag = HTR5A inverse agonism, opioid heterodimer counter-screen | HTR5A cell line, luminescence | inhibition, % at 9.3 µM | 340,000 compounds, 0.083% hits | P47898; in the data active = inhibition mostly above about 23%, no sharp cut-off; inactive = mostly below about 18%;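 also: 0% = cells with DMSO and 100% = no-cell wells with DMSO; some compounds called inactive have numbers as strong as hits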
# SR-BI HDL uptake = mouse SR-BI HDL lipid transfer inhibition | AID 488896 | ldlA[mSR-BI] CHO cells, DiI-HDL uptake fluorescence, 3 h | inhibition, % at 12.5 µM | 320,000 compounds, 0.96% hits;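 active = mean replicate inhibition of at least 70% and a set share of replicates each scoring 70 or more; inconclusive = meets just one of the two criteria; inactive = fails both criteria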;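 also: 0% = median of neutral control wells and 100% = median of positive control wells; values of inactives mirror those of a sister screen read the other way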
# Target sequence (Q61009 whole entry, looked up): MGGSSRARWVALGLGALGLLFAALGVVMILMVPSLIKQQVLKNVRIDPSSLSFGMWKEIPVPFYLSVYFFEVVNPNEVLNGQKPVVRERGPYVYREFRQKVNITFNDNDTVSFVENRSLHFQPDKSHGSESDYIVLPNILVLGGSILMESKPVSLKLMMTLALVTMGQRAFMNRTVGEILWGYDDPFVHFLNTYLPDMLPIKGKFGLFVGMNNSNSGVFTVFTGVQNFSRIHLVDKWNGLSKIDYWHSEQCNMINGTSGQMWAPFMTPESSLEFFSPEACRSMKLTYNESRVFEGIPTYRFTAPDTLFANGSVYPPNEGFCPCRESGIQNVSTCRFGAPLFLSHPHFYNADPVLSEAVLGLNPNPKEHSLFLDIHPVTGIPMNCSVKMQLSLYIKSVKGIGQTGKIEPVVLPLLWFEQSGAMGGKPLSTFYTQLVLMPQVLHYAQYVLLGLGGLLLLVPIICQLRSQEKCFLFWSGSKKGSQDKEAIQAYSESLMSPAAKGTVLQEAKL
# Wnt act = activators of Wnt/beta-catenin signaling; activation, % at 9.35 µM; AID 743398; 300,000 compounds, 1.2% hits; Wnt/beta-catenin reporter cell assay, activator, plate reader; in the data active = activation above about 30%, passing the limit was not always enough; inconclusive = no clear call, values can overlap the other calls;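 also: 0% = neutral control wells and 100% = positive control wells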
# PvdQ acylase = P. aeruginosa PvdQ acylase inhibition | purified PvdQ acylase, fluorescence plate reader | inhibition, % at 10 µM | 340,000 compounds, 0.063% hits; in the data active = inhibition above about 30%, passing the limit was not always enough; inconclusive = no clear call, values can overlap the other calls;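 also: 0% = vehicle neutral wells and 100% = reference inhibitor wells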
# MITF act = MITF TRPM1 promoter activation in melanoma cells. activation, % at 12.5 µM. 300,000 compounds, 0.75% hits. SK-MEL-5 TRPM1-promoter luciferase, 24 h; % of positive control, neutral wells = 0;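 active = mean activation of at least 80% with every replicate also reaching 80%; inconclusive = mean reaches 80% but some replicate falls short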;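 also: 0% = neutral control wells and 100% = parthenolide positive control wells; values of inactives mirror those of a sister screen read the other way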
# NSD2 inh = blocks human histone methyltransferase NSD2; O96028; NSD2 peptide methylation, AlphaScreen, 120 min; inhibition, % at 12.5 µM; 310,000 compounds, 0.54% hits; AID 743445; in the data active = inhibition above about 50%
# HTR5A ag = activates human HTR5A in OPRM1-OPRD1 agonist counter-screen; P47898; HTR5A agonist assay, luminescence, cell-based; activation, % at 9.3 µM; 340,000 compounds, 0.61% hits; in the data active = activation mostly above about 9.5%, no sharp cut-off; inactive = mostly below about 7.6%;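 also: 0% = cells with vehicle only and 100% = reference agonist; strong numbers were not always called active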
# V-ATPase pH = alters yeast V-ATPase proton transport; S. cerevisiae, pHLuorin cytosolic pH fluorescence; response, % at 10 µM; 350,000 compounds, 0.37% hits; AID 504577; in the data active = response mostly above about 7.3%, no sharp cut-off; inactive = mostly below about 5.4%; also: actives read high; inactives centre near 0; some compounds called inactive have numbers as strong as hits; reference of the scale not given here
# dFosB activator = enhances mouse delta FosB homodimer DNA binding. 340,000 compounds, 0.99% hits. purified delta FosB, TAMRA-CDK5 oligo fluorescence polarization; percent of positive-control signal above neutral wells. activation, % at 25 µM;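 active = mean activation above about 17%, with every replicate also reaching it, limit read from the data, passing the limit was not always enough; inconclusive = only one of the two conditions met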;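 also: fluorescence polarization rise as delta FosB binds a TAMRA Cdk5 AP-1 oligo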
# Target sequence (P13346 whole entry, looked up): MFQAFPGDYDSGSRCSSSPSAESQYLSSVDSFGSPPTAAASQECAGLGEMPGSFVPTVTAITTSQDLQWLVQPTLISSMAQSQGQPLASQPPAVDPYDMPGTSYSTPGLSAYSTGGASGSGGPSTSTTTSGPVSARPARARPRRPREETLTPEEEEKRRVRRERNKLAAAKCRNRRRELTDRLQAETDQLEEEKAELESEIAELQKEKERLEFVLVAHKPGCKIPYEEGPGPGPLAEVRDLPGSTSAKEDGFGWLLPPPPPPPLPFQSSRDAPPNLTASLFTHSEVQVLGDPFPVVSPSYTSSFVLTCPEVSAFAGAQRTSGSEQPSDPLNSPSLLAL
# CDK5 p35 inh = inhibitors of human CDK5/p35 kinase. Q00535+Q15078. Recombinant CDK5/p35, ADP-Glo luminescence, 60 min. inhibition, % at 10 µM. 330,000 compounds, 0.01% hits;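 active = highest replicate inhibition of at least 50% and at least 75% of replicates reaching 50%; inconclusive = only one of the two criteria met; inactive = both criteria failed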;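 also: plate controls were DMSO neutral control for no effect and GW8510 at 10 µM for full effect; many of its hits are not listed in these tables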
# An asterisk follows results filed as active; ? = inconclusive; nt = no result given.
SMILES,HTR5A inv ag,SR-BI HDL uptake,Wnt act,PvdQ acylase,MITF act,NSD2 inh,HTR5A ag,V-ATPase pH,dFosB activator,CDK5 p35 inh
COc1ccc(CCNC(=O)CSCc2ccc(Br)cc2)cc1OC,5,3,-1,-13,nt,-1,-1,1,2,-0.3
CC(NC(=O)C1CCCCC1)c1ccc2c(c1)OCCO2 (centres undefined),-1,-7,-2,-5,3,3,7,0,1,-1.5
CCOC(=O)N1CCN(C(=O)c2ccccc2NC(=O)c2ccc(OC)cc2)CC1,-22,-11,nt,3,-10,5,2,0,3,0.8
COc1ccc2nc(NC(=O)CSc3n[nH]c(N)n3)sc2c1,6,10,6,-1,42,6,-1,-7,1,0.5
Cc1cc(NC(=O)COC(=O)c2ccco2)no1,2,-16,-1,-10,-8,-3,-1,4,-2,-0.1
CCC(=O)NC(Nc1cccc(C)n1)(C(F)(F)F)C(F)(F)F,3,2,0,-4,nt,3,-2,-1,4,0.4
COc1ccc2[nH]c(C)c(CCN(Cc3cccs3)C(=S)Nc3ccccc3OC)c2c1,24,36,-4,13,-11,nt,-9,3,-11,-1.1
COc1ccc(C(=O)N2CCC(C(=O)c3c(C)cc(C)cc3C)CC2)cc1,-10,nt,-1,-13,-4,0,2,-2,-8,-0.7
C/C(=N\NS(=O)(=O)c1ccc(Cl)c([N+](=O)[O-])c1)c1ccc(C)o1,-18,-64,-3,-10,5,2,4,1,6,-0.6
Cn1c(=O)c2c(SCC(=O)Nc3cccc(F)c3)nc(-c3ccco3)nc2n(C)c1=O,-1,12,0,-22,-7,0,0,2,-1,-1.1
CCCNC(=O)C1CCN(S(=O)(=O)c2cccc3nonc23)CC1,-2,-12,-4,2,6,2,1,0,4,2.2
Cc1ccc(CNC(=O)CCn2cc(-c3ccc(C)cc3)nc2CCN)cc1,12,6,-4,2,-3,nt,-5,-1,0,-0.8
Cc1ccc(S(=O)(=O)NCC(=O)NCC(=O)N2CCC(C)CC2)cc1,6,-20,3,-5,nt,-2,-2,2,-2,-0.7
Cc1cc(-c2nnc(CCC(=O)N(C)Cc3cccc4ccccc34)o2)no1,-2,3,1,-9,9,0,1,6,4,-1.9
CC(C(=O)Nc1cccnc1)n1cc([N+](=O)[O-])cn1 (centres undefined),14,-16,-1,1,10,0,-6,0,-1,0.2
CCCCc1ccc(S(=O)(=O)N2CCC3(CC2)OCCO3)cc1,2,2,3,-9,2,-4,0,4,-7,2.6
Cc1c([N+](=O)[O-])cc(C(=O)Nc2ccc(Cc3ccncc3)cc2)cc1[N+](=O)[O-],-15,12,?,-1,-6,-4,5,1,3,-1.1
Cc1cc(C(F)F)n2ncc(C(=O)N3CCCCC3)c2n1,-8,-16,0,-7,5,-3,2,0,3,1.8
O=C(CN1C(=O)COc2ccc(Cl)cc21)N1CCOCC1,-16,-4,-3,-9,-9,4,7,0,-4,-1.0
CC1(NC(=O)Cc2ccc(S(=O)(=O)N3CCOCC3)s2)CCS(=O)(=O)C1 (centres undefined),17,-20,0,14,8,1,-7,7,-6,-1.4
c1ccc(-c2cnnn2-c2ccccc2)cc1,-20,-1,-1,-10,1,0,-6,-6,-10,-0.5
Cc1ccc(-c2csc3nnc(SCC(=O)N4CCN(Cc5ccccc5)CC4)n23)cc1,12,16,nt,-22,-7,2,3,-7,-9,0.8
CNCC(O)c1ccc(O)c(O)c1 (centres undefined),12,-7,-5,-1,0,nt,9,-3,6,-1.0
COc1ccccc1NC(=S)NCC1CCCO1 (centres undefined),13,-3,-5,-4,5,nt,-5,-1,3,-0.9
O=C(Cn1ccccc1=O)c1cccs1,-22,-17,0,-1,5,1,-2,-2,3,-0.4
O=C1CCCN1CCCNS(=O)(=O)c1ccc(F)cc1F,-4,3,0,-8,5,-4,2,1,-2,-1.5
CCOC(=O)Cc1cc(=O)n2[nH]c(C)c(C#N)c2n1,-2,-31,-3,-11,-3,0,5,0,6,2.2
FC(c1nc2ccccc2[nH]1)C(F)(F)F (centres undefined),-12,-29,0,6,-8,3,5,0,9,-1.0
Cc1cc(Oc2nnnn2-c2ccccc2)ccc1Cl,-5,5,nt,-8,43,-5,2,-4,-1,-0.3
COC(=O)C1=C(C)N(C)C(=O)NC1c1ccc(O)c(OC)c1 (centres undefined),-13,-8,-1,-5,nt,nt,5,-2,-1,-2.2
CN(C)CCOc1ccc(Cl)cc1C(C)(C)C,3,9,-7,-7,-4,6,-1,-2,-3,-0.8
O=C(Nn1cnnc1)c1cc([N+](=O)[O-])cc([N+](=O)[O-])c1,-12,-1,nt,-9,-8,6,6,-3,-6,-3.0
O=C(CC1(O)C(=O)Nc2ccccc21)c1cccnc1 (centres undefined),5,-11,nt,10,-4,1,0,5,-1,3.5
CNC(=S)N1N=C(c2ccc(OC)cc2)CC1c1ccccc1Cl (centres undefined),-6,8,-4,-13,nt,-1,2,-3,-4,-1.5
CC(C)CC(=O)c1c[nH]c(C(=O)NCCCN2CCOCC2)c1,-13,18,nt,-2,nt,1,5,2,2,0.1
CCN(CC(=O)Nc1c(F)cccc1F)C(=O)c1cc(C)oc1C,-1,-22,1,-11,-1,3,0,0,3,-0.7
COc1ccc(S(=O)(=O)N(CCc2ccccc2)CC(=O)NC(C)C)cc1,-9,-16,-1,-19,-6,-3,-4,4,-10,-5.7
CCOC(=O)C1=NN(C(C)=O)C2(CC(=O)N(c3cc(C)cc(C)c3)C2=O)C1 (centres undefined),-33,7,nt,8,10,-3,2,-6,-1,nt
CCc1c(N)nc(N)nc1Nc1ccccc1C,13,nt,-4,-15,-2,-1,-3,1,-8,-1.9
CN1CCN(C(=O)CCC(=O)O)CC1,-29,nt,3,-9,2,6,5,-2,-2,-8.0
CCOC(=O)C1(CCOC)CCN(C(C)CCc2ccc(OC)cc2)CC1 (centres undefined),10,-5,1,5,1,2,-4,2,-11,3.5
O=C(O)c1ccccc1C(=O)N1CCN(c2ccccc2)CC1,-6,-42,-2,2,nt,2,2,2,-1,-0.6
O=C(COC(=O)c1ccccc1Br)Nc1nnc(-c2ccccc2)o1,8,-23,-1,-1,-8,1,-3,10*,-11,-0.6
COCCC(=O)N1CCC(Oc2ccc(C(=O)N3C[C@@H]4CCC[C@H]3C4)cc2)CC1,1,9,-1,4,9,-1,-3,2,2,1.4
COc1ccc(-c2cc(-c3ccccc3)nc(Cl)n2)cc1OC,-21,24,0,-4,nt,-18,6,0,-36,0.9
COc1ccc(CC2(CO)CCN(C(C)Cc3ccc(Cl)cc3)CC2)cc1 (centres undefined),-3,2,-3,-7,-8,4,1,-4,0,0.6
O=C(CS(=O)c1cccc(C(F)(F)F)c1)Nc1ccc(Cl)cc1Cl (centres undefined),18,nt,nt,-4,nt,-1,-6,4,7,-1.4
CCCn1ncc(C(=O)N(C)C2CCCN(Cc3ccccc3F)C2)c1C (centres undefined),-21,-9,-1,-17,-4,1,2,-1,-2,-1.6
Nc1nnc(SCC(=O)OCc2ccc(Cl)c(Cl)c2)s1,12,-2,nt,15,-5,2,0,1,-5,-0.5
CCC(=O)Nc1ccc(C(=O)CSc2nc3ccc(C)cc3[nH]2)cc1,3,12,-3,8,-21,1,-2,-1,0,-0.3

# (continued)
SMILES,HTR5A inv ag,SR-BI HDL uptake,Wnt act,PvdQ acylase,MITF act,NSD2 inh,HTR5A ag,V-ATPase pH,dFosB activator,CDK5 p35 inh
CSc1nn2cc(CCN3CCOCC3)c(-c3ccc(F)cc3)nc2c1C#N,4,-21,-2,-12,-1,-4,3,7,-10,0.5
CC(=O)c1cccc(S(=O)(=O)N2CCCC(c3nc4c(nnn4Cc4ccc(C)cc4)c(=O)[nH]3)C2)c1 (centres undefined),5,-8,-1,5,-1,-1,2,3,7,1.7
Nc1ccc2c(c1)C/C(=C/c1ccco1)C2=O,-5,-29,66*,0,55,-1,-1,0,-9,0.4
O=c1oc2cc(OCc3ccc(F)cc3F)ccc2cc1-c1ccccn1,-3,23,nt,-32,72,-5,1,0,4,-1.9
Cc1ccsc1C(C(=O)NC(C)(C)C)N(Cc1ccco1)C(=O)c1csnn1 (centres undefined),-22,nt,8,5,-1,1,2,-28,-7,0.2
Cc1cc(C)cc(C(=O)Nc2ccncc2)c1,-3,-4,-1,9,1,-4,1,2,-5,1.2
Cc1cc(=O)oc2cc(NC(=O)c3ccccc3OC(F)F)ccc12,-8,nt,17,-3,58,-4,3,0,-14,-0.5
COc1ccc(S(=O)(=O)N2CCC(C(=O)N3CCCCCC3)CC2)cc1,30,-12,nt,-2,0,nt,-13,-1,-7,-0.7
Cc1cc(CN(C)Cc2c(C(=O)N3CCCCCCC3)nc3ccc(Cl)cn23)n[nH]1,3,-18,21,-6,-8,1,-1,-2,-10,-0.4
CC1CCN(CC(=O)Nc2ccc(S(=O)(=O)N3CCC(C)CC3)cc2)CC1,6,0,-2,-12,8,4,-2,5,-11,0.4
COc1ccc(-c2cc(C(=O)N3CCCC(C(F)(F)F)C3)c3ccccc3n2)cc1OC (centres undefined),11,34,0,-12,-12,-3,-3,-7,-14,0.3
O=C(Nc1nnc(-c2ccccc2Cl)o1)c1ccco1,15,-6,2,-4,-1,0,4,11*,-2,-0.1
O=C(C1CCCCC1)N1CCC(CO)(Cc2ccccc2Cl)CC1,14,7,nt,-20,1,0,-1,8.6*,-8,-1.4
O=C(OCc1ccccc1)N1CCC2CC1c1cc(-c3ccc4c(c3)OCO4)ccc12 (centres undefined),-12,9,-1,-13,13,nt,3,1,-1,0.4
CCOc1ccc(NC(=O)C2CCC(C)(C(=O)O)C2(C)C)cc1 (centres undefined),-8,-19,nt,-2,0,-3,-4,0,4,-1.4
CCCCn1nc2cc(C(=O)NCCCCc3ccccc3)ccc2c1OCC,-8,20,-2,-12,1,nt,3,5,-7,0.0
Cc1nc(N)sc1-c1csc(Nc2ncccn2)n1,7,-17,26,-11,-41,nt,-3,-3,-7,0.1
Cc1onc(-c2c(Cl)cccc2Cl)c1/C(N)=N/OC(=O)C1CC1,-32,0,0,-15,nt,-2,-1,0,-5,0.0
Cc1c(C#N)c2ccccc2n1CC(=O)NCc1ccccc1,-12,-6,nt,-10,-12,1,3,2,-2,1.4
COc1ccccc1NC(=O)CCC(=O)N/N=C(/C)c1ccc(C)cc1,2,30,-1,-18,-16,-1,-1,-2,-6,-1.3

# 3 of the entries above in order of their number in NSD2 inh, lowest first:
Compound	SR-BI HDL uptake	Wnt act	PvdQ acylase	MITF act	NSD2 inh	V-ATPase pH	dFosB activator	CDK5 p35 inh
CCOc1ccc(NC(=O)C2CCC(C)(C(=O)O)C2(C)C)cc1 (centres undefined)	-19	nt	-2	0	-3	0	4	-1.4
O=C(C1CCCCC1)N1CCC(CO)(Cc2ccccc2Cl)CC1	7	nt	-20	1	0	8.6*	-8	-1.4
Cc1c(C#N)c2ccccc2n1CC(=O)NCc1ccccc1	-6	nt	-10	-12	1	2	-2	1.4

# (continued)
SMILES,HTR5A inv ag,SR-BI HDL uptake,Wnt act,PvdQ acylase,MITF act,NSD2 inh,HTR5A ag,V-ATPase pH,dFosB activator,CDK5 p35 inh
O=S(=O)(c1ccccc1)C1CON(Cc2ccccc2)C1c1ccccc1 (centres undefined),8,-3,0,-6,-4,-9,-3,6,-3,-1.7
Cc1ccc(OCC(=O)NCCNC(=O)c2cnccn2)cc1,6,nt,0,-5,-1,1,-2,0,-7,-0.8
Cc1ccc(NC(=O)CN(C)S(=O)(=O)c2ccc3c(c2)c(=O)n(C)c(=O)n3C)cc1,-8,-12,0,5,7,0,-4,-4,-3,-0.3
C=C(C)CSc1nncn1/N=C/c1ccc(OC)cc1,12,16,nt,9,98*,4,-4,9,-12,-0.5
